Screening data: PubChem BioAssay, several laboratories
P. falciparum M17LAP: P. falciparum M17LAP inhibitors, primary screen, biochemical, fluorogenic H-Leu-NHMec substrate, 1536-well (AID 1619). recombinant M17LAP, H-Leu-NHMec fluorogenic kinetic assay; higher % means a stronger effect. inhibition, % at 30 µM, or IC50 in µM where a hit was titrated. 220,000 tested, 0.38% active;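 active = compound inhibiting the enzyme by more than half at any dose during confirmatory dose-response retesting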;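 also: plate controls were full reaction with DMSO carrier for no effect and no enzyme background for full effect; strong numbers were not always called active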
Hep lipid drop: hepatic lipid droplet formation modulation; AML12 mouse hepatocytes, oleate lipid droplets, BODIPY imaging; inhibition, % at 6.5 µM; 240,000 tested, 0.4% active;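 active = lipid droplet intensity inhibited by at least 50%, with more than 500 cells counted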
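Material: mouse AML12 hepatocyte cell line, fixed after treatment; Timing: compound with oleate, overnight; Technique: high-content imaging of BODIPY-stained droplets and DAPI nuclei; Probe or stimulus: oleate, 100 µM final; Dosing: compound at 6.5 µM only.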
Autophagy mod: autophagy modulation, high-content screen | MEF GFP-LC3 puncta imaging; test concentration mostly 10 µM | 190,000 tested, 0.98% active | calls only at 10 µM (by protocol);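 active = percentage of spot-positive cells more than 3 SD above its plate mean, without a fluorescence outlier flag or 80% toxicity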;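 also: spot-positive cell cutoff set from DMSO-treated cells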
MT stabilize HCS: microtubule stabilizers in HeLa cells; 200,000 tested, 0.83% active; AID 2205; HeLa tubulin immunostaining HCS, 24 h; share of cells brighter than vehicle mean+2SD; % tubulin-high responders, % at 10 µM;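 active = plate Z-score above 3 for both tubulin-high and condensed-nucleus cell shares, with cell loss under 80%, at 10 µM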;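 also: anti alpha tubulin signal scored within the nucleus-defined area of each cell; some results filed as inactive read as strong as hits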
M1AAP inhibition: malaria alanyl aminopeptidase activity blockers – biochemical, fluorogenic H-Leu-NHMec substrate, 1536-well (AID 1445); recombinant M1AAP, H-Leu-NHMec fluorogenic kinetic assay; higher % means a stronger effect; inhibition, % at 30 µM; hits with a dose series show IC50 in µM; 220,000 tested, 0.42% active;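 active = primary inhibition above the hit cutoff, then over 50% inhibition at one or more dose response concentrations, cut at about 23% in these data, passing the limit was not always enough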;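 also: plate controls were DMSO full reaction for no effect and no enzyme background for full effect; strong numbers were not always called active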
Dynein transport: dynein cargo transport inhibition; z-score, hits read low; 220,000 tested, 0.47% active; 3617.4 mouse cells, GR-EGFP nuclear translocation imaging; test concentration mostly 20 µM; stimulated with dexamethasone, 1 µM; stronger effect = lower value; AID 1381;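 active = plate z-score of nuclear minus cytoplasmic receptor signal below a set negative limit, without overly bright fluorescence or cell loss, cut at about -3.5 in these data, passing the limit was not always enough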;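 also: z-score of nuclear minus cytoplasmic ring GR-EGFP intensity difference per well; some compounds called inactive have numbers as strong as hits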
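Buffer or medium: tetracycline-free induction medium containing charcoal-stripped FBS / Reagent: dexamethasone agonist, 1.0 µM final, for 30 min / Technique: automated 10x imaging of fixed Hoechst-stained cells / Times: induction 48 h, compound 1 h, agonist 30 min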
ER stress rescue: rescue of cells from ER stress-induced death, primary screen, 384-well, CSM14.1, thapsigargin, ATP luminescence (AID 1222); CSM14.1 thapsigargin-induced death rescue, ATP luminescence; higher % means a stronger effect; one-dose cellular ATP content (survival), % at 20 µM; EC50 in µM for titrated hits; 190,000 tested, under 10 active;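 active = EC50 below 50 µM in the dose-response confirmation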;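 also: death triggered by thapsigargin at about 15 µM added after 2 h compound pretreatment; cell ATP read after overnight thapsigargin exposure of roughly 18 to 22 hours; normalized against plate controls of thapsigargin alone and 5% DMSO vehicle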
Ins promoter up: MIN6 insulin promoter up-regulation; MIN6 insulin promoter-GFP reporter, high-content imaging; stronger effect = higher value; AID 1625; z-score at 5 µM; 190,000 tested, 0.3% active;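 active = z-score above 3 at 5 µM with at least 500 cells counted in the well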
Yfh1-off respiration: mitochondrial function rescue without frataxin homolog – Friedreich's ataxia, plus single-dose screen, dose response (AID 1465) | fold induction at 50 µM, or EC50 in µM where a hit was titrated | S. cerevisiae Yfh1-off respiration, WST-1 reduction, 72 h; higher fold induction means a stronger effect | 220,000 tested, 0.074% active;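 active = fold induction of absorbance versus untreated yeast above a set limit, then at least 30% activation at any dose in follow-up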;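 also: activators that raise dye reduction in frataxin-depleted yeast; strong numbers were not always called active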
Dynein transport cytoplasmic EGFP: also measured in Dynein transport; calls as there; z-score; measured here: cytoplasmic GR-EGFP intensity; stronger effect = higher value
Dynein transport nuclear GR-EGFP: also measured in Dynein transport; calls as there; z-score; measured here: nuclear GR-EGFP intensity;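 lower value marks the stronger effect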
Dynein transport cell count: also measured in Dynein transport; calls as there; z-score; measured here: cell count per field
Ins promoter up cell count: recorded beside Ins promoter up, whose call it bears; cell count; measured here: cytotoxicity, nuclei count;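 total cells summed across four imaged fields per well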
Hep lipid drop cells 6.5 µM: second read-out of Hep lipid drop, no call of its own (marks repeat the call); cell count; measured here: cell count, cytotoxicity flag;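 cells counted across two imaged fields per well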
MT stabilize HCS Hoechst-high %: recorded beside MT stabilize HCS, whose call it bears; % Hoechst-high responders; measured here: nuclear condensation Hoechst responders;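 share of cells brighter than vehicle mean plus two SD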
MT stabilize HCS cytotoxicity %: recorded beside MT stabilize HCS, whose call it bears; toxicity, %; measured here: cytotoxicity by cell density;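 0% = mean cell density of plate MIN control wells and 100% = no cells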
Autophagy mod cell loss 18 h: recorded beside Autophagy mod, whose call it bears; toxicity, %; measured here: cell loss, nuclei count;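 cell loss after 18 h compound exposure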
Starred values were filed as active, the others as inactive; i = inactive; · = no result given; + = active, no number.

SMILES	P. falciparum M17LAP	Hep lipid drop	Hep lipid drop cells 6.5 µM	Autophagy mod	Autophagy mod cell loss 18 h	MT stabilize HCS	MT stabilize HCS Hoechst-high %	MT stabilize HCS cytotoxicity %	M1AAP inhibition	Dynein transport	Dynein transport cytoplasmic EGFP	Dynein transport nuclear GR-EGFP	Dynein transport cell count	ER stress rescue	Ins promoter up	Ins promoter up cell count	Yfh1-off respiration
CCN(CC)CCn1c(=S)[nH]c2ccccc2c1=O	9%	·	·	i	-11	1.5	1.9	7.4	-1%	-0.067	-0.2	-0.23	0.54	0.3%	-0.15	1127	i
Nc1nonc1C(=O)NCCNC(=O)c1ccccc1F	-13%	16	735	i	0	4.1	2.1	6.7	6%	-1.4	-0.24	-0.81	0.8	-2.5%	·	·	i
CCc1ccc(C2C3=C(CC(C)(C)CC3=O)OC3=C2C(=O)CC(C)(C)C3)cc1	-4%	-29	607	i	-2	4.5	2.3	5.1	6%	-0.89	-0.09	-0.53	0.29	-0.6%	1.5	1252	i
O=C(CCS(=O)(=O)Cc1ccccc1F)NCc1ccccc1Cl	5%	6	676	i	-4	2.6	1.5	6.9	-4%	0.51	-0.17	0.17	-0.013	-0.3%	0.48	1674	i
O=C(NCCCn1ccnc1)C1CC(c2cccc(Br)c2)=NO1 (centres undefined)	14%	8	661	i	-11	4.3	2.4	0.1	3%	0.11	-0.24	0.1	0.65	-1.4%	-0.48	1309	i
CC1(C(=O)NCc2cccnc2)CCC(=O)N1Cc1cccs1 (centres undefined)	-6%	-1	726	i	13	3.3	3.6	5.8	8%	-0.28	-0.23	0.18	0.84	·	-1.5	1917	·
COCCNC(=O)C(c1cccs1)N(C(=O)Cn1nnc2ccccc21)c1cccc(C)c1 (centres undefined)	12%	·	·	i	4	1.9	1.5	1.7	-3%	-0.56	-0.22	-0.23	0.99	-0.7%	-0.34	1076	i
COc1ccc(-c2cc(-c3cc(C)ccc3O)[nH]n2)cc1	-12%	-8	688	i	22	0.8	1.1	4.5	0%	-0.43	-0.3	-0.16	1.2	-0.4%	·	·	i
COc1ccc(C(=O)/C=C/c2ccc(O)cc2)c(O)c1CC=C(C)C	12%	0	771	i	-30	3.4	1.6	9.2	6%	0.17	-0.24	0.42	0.4	0.6%	0.77	1099	i
COc1ccc(CCNc2nc(-c3ccco3)cc(C(F)(F)F)n2)cc1OC	-1%	·	·	i	18	3.5	2.5	3.1	1%	-1.2	-0.36	-0.54	0.66	-1.1%	-0.13	1548	i
O=C(CSc1nc(-c2ccco2)cc(C(F)(F)F)n1)NCc1cccs1	15%	1	757	+	20*	5.2	2.3	5.4	2%	0.31	0.065	0.69	0.27	-1.9%	0.08	1308	i
C=CCSc1nnc(-c2c[nH]c3ccccc23)n1CCOC	-6%	·	·	i	-16	2.2	2.1	7.2	5%	-0.33	-0.25	0.19	0.21	-1.9%	-0.22	1582	i
Cc1ccc(S(=O)(=O)N2CCOCC2)cc1NC(=O)COC(=O)c1ccccc1OCc1c(C)noc1C	-6%	3	593	i	-1	1.4	2.3	4.6	-2%	-0.32	-0.33	-0.59	0.73	-0.7%	-0.29	1357	i
O=C(NCCSc1ccccc1)c1ccccc1	2%	-1	775	i	-4	4.8	3.0	6.0	2%	-0.34	-0.19	-0.22	1	0.0%	-0.08	1298	i
O=c1[nH]c2ccc(Br)cc2c(-c2ccccc2)c1N1CCOCC1	-1%	-10	462	·	·	2.5	1.8	7.0	4%	i	·	·	-3.1	-1.5%	-0.31	1737	·
COc1ccccc1C(=O)NCCn1cc(SCC(=O)Nc2cc(C)on2)c2ccccc21	-17%	-23	710	i	3	3.4	1.6	7.8	2%	0.4	-0.23	0.19	0.22	2.1%	-0.18	1054	i
C/C=C/c1ccc(OCCCCn2cncn2)c(OC)c1	5%	2	822	i	-1	4.6	0.3	68	-3%	-0.72	-0.21	-0.48	0.83	-1.2%	0.84	1249	i
Nn1c(SCc2ccccc2)nnc1-c1ccco1	-7%	7	647	i	3	3.2	3.0	7.8	-1%	1.8	-0.1	1.2	-0.74	-1.6%	0.53	1830	i
c1coc(C2Nc3ccccc3C3OCCC23)c1 (centres undefined)	-3%	·	·	i	2	3.6	1.9	1.6	-4%	-1.4	-0.23	-1.1	1.1	0.3%	-0.8	1279	i
CC(C(=O)NCc1ccc2c(c1)OCO2)N1c2cccc3cccc(c23)S1(=O)=O (centres undefined)	-2%	·	·	i	6	1.1	1.3	5.8	9%	0.52	-0.23	-0.053	0.55	5.4%	-0.02	1586	i
CC(=O)Nc1ccc(S(=O)(=O)N2CCSC2c2ccccc2Cl)cc1 (centres undefined)	6%	·	·	i	-4	6.3	7.0	11	12%	1	-0.29	0.38	-0.3	1.4%	-0.62	1330	i
COc1ccc2nc(-c3ccccc3)cc(OC)c2c1	4%	-31	589	i	2	2.0	1.9	6.2	0%	0.76	-0.26	0.49	0.21	0.6%	0	1356	i
CC(C)(C)NNC(=S)Nc1cccc(C(F)(F)F)c1	4%	12	710	·	·	·	·	·	7%	-0.39	-0.25	0.12	0.46	·	-1.1	944	i
C/C(CC(=O)NCc1ccco1)=N\NC(=O)Cc1ccc(Cl)cc1	-7%	·	·	i	13	2.4	1.5	6.5	-2%	-0.27	-0.18	0.39	-0.85	-1.0%	-0.09	1466	i
COc1ccc(NC(=O)/C(C#N)=C/c2c(C)nn(-c3ccc(F)cc3)c2Cl)cc1Cl	4%	4	691	i	-4	4.4	3.0	6.7	12%	-0.23	-0.16	0.047	1.1	-1.5%	1.4	1089	i
Cc1ccc(Cl)cc1NC(=O)C(Cc1ccccc1)N1C(=O)C2C3CCC(C3)C2C1=O (centres undefined)	3%	-22	575	i	3	4.2	3.1	6.3	2%	-0.23	-0.29	-0.47	0.76	17%	·	·	i
CC(=O)Nc1nc(COc2ccccc2)cs1	-12%	0	729	i	-3	3.0	2.6	0.8	1%	-0.99	-0.26	-0.47	1	-0.1%	0.98	1178	i
O=C(COc1ccccc1Cl)Nc1ccc(CN2CCCCC2)cc1	-4%	-12	677	i	20	4.1	2.0	7.1	-2%	-0.58	-0.22	0.04	0.79	-1.7%	0.54	1583	i
C=CCNC(=S)NNC(=O)c1ccc2c(c1)OCO2	0%	·	·	i	17	2.6	2.6	2.0	3%	1.5	-0.18	1.6	-1.4	0.7%	0.05	1301	i
Cc1[nH]nc(Nc2ccc(C(C)C)cc2)c1[N+](=O)[O-]	-7%	-4	653	·	·	·	·	·	7%	0.06	-0.17	-0.077	-0.18	·	-0.48	1087	i
COc1cccc(OCC(=O)NNC(=S)Nc2ccc(Cl)cc2Cl)c1	9%	0	716	i	-23	1.7	1.6	8.4	-16%	-0.27	-0.076	-0.12	0.53	-1.5%	-1.2	1558	i
CN/S(=N/S(=O)(=O)c1ccccc1)c1ccc(C)cc1 (centres undefined)	-9%	·	·	i	-1	3.3	3.0	4.5	6%	0.21	-0.18	0.52	-0.25	-0.1%	0.68	1304	i
O=CN/N=C/c1c(O)ccc2ccccc12	6%	16	695	·	·	·	·	·	18%	-0.61	-0.3	-0.7	0.62	·	0.07	1274	i
Cc1cccc(OCCCC(=O)O)c1C	7%	22	699	i	1	1.9	2.5	5.6	13%	-0.0092	-0.091	0.38	0.29	-3.0%	·	·	i
CN(C)S(=O)(=O)c1cccc(NC(=O)CCSc2ccc(Cl)cc2)c1	8%	-46	636	i	5	1.4	2.9	8.0	19%	-0.11	-0.3	-0.47	-0.048	0.5%	-2.4	564	i
CCOC(=O)NC(Nc1sc2c(c1C(N)=O)CCCC2)(C(=O)OCC)C(F)(F)F (centres undefined)	15%	·	·	i	-6	4.2	3.0	5.8	5%	-2.4	0.38	-1	-1.1	-1.0%	-0.09	1333	i
COc1cccc(CN2C(=O)Nc3ccccc3C(=O)N2C(C)(C)C)c1	-6%	-29	824	i	2	1.0	1.4	1.7	5%	1.9	-0.096	1.5	-1.3	-2.5%	·	·	i
N/C(Cc1ccc(Cl)cc1)=N\OC(=O)c1cccc2ccccc12	7%	·	·	i	13	40	5.8	50	6%	1.4	-0.22	0.69	0.15	-0.1%	0.96	1197	i
Cc1cc(C)cc(N2C(=O)CC(n3ccnc3)C2=O)c1 (centres undefined)	-5%	8	740	i	1	2.4	3.0	6.7	-2%	0.52	-0.26	0.26	1	-3.4%	0.59	1115	i
COc1ccccc1CNS(=O)(=O)c1cc(C)ccc1OC	-1%	6	784	i	17	3.2	1.5	2.9	-5%	-0.12	-0.28	-0.43	1.5	-0.5%	·	·	i

Single records (already shown). Screens in order: P. falciparum M17LAP | Hep lipid drop | Hep lipid drop cells 6.5 µM | Autophagy mod | Autophagy mod cell loss 18 h | MT stabilize HCS | MT stabilize HCS Hoechst-high % | MT stabilize HCS cytotoxicity % | M1AAP inhibition | Dynein transport | Dynein transport cytoplasmic EGFP | Dynein transport nuclear GR-EGFP | Dynein transport cell count | ER stress rescue | Ins promoter up | Ins promoter up cell count | Yfh1-off respiration
Entry for `O=c1[nH]c2ccc(Br)cc2c(-c2ccccc2)c1N1CCOCC1` → -1% | -10 | 462 | · | · | 2.5 | 1.8 | 7.0 | 4% | i | · | · | -3.1 | -1.5% | -0.31 | 1737 | ·
Entry for `CC(C(=O)NCc1ccc2c(c1)OCO2)N1c2cccc3cccc(c23)S1(=O)=O` (centres undefined) → -2% | · | · | i | 6 | 1.1 | 1.3 | 5.8 | 9% | 0.52 | -0.23 | -0.053 | 0.55 | 5.4% | -0.02 | 1586 | i
